Kir21 inh: inhibitors of mouse Kir2.1 inward-rectifier potassium channel. HEK293-Kir2.1, FluxOR thallium flux fluorescence; hits give low values. AID 1672, 2009. B-score at 10 µM. 310,000 tested, 0.85% active;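 active = fluorescence ratio B-score at or below minus 3 SD of library scores, with starting-brightness B-score within 2 SD, cut at about -4.2 in these data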;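 note: channel flux triggered by added potassium and thallium sulfate stimulus; B-score of peak minus minimum fluorescence over baseline after thallium stimulus; more negative B-score means stronger Kir2.1 block with less thallium influx; some compounds called inactive have numbers as strong as hits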
KCNQ2 inh: KCNQ2 potassium channel inhibitors, primary screen, cell-based, CHO-K1, FluxOR thallium flux, B-score (AID 2156); 20 min; hits give low values; Potassium voltage-gated channel subfamily KQT member 2 (Rattus norvegicus), O88943; B-score at 10 µM; 310,000 tested, 1.1% active;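 active = fluorescence ratio B-score at most minus 3 library SDs, with starting brightness B-score within 2 library SDs, cut at about -5.5 in these data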
Target sequence (O88943 whole entry, looked up): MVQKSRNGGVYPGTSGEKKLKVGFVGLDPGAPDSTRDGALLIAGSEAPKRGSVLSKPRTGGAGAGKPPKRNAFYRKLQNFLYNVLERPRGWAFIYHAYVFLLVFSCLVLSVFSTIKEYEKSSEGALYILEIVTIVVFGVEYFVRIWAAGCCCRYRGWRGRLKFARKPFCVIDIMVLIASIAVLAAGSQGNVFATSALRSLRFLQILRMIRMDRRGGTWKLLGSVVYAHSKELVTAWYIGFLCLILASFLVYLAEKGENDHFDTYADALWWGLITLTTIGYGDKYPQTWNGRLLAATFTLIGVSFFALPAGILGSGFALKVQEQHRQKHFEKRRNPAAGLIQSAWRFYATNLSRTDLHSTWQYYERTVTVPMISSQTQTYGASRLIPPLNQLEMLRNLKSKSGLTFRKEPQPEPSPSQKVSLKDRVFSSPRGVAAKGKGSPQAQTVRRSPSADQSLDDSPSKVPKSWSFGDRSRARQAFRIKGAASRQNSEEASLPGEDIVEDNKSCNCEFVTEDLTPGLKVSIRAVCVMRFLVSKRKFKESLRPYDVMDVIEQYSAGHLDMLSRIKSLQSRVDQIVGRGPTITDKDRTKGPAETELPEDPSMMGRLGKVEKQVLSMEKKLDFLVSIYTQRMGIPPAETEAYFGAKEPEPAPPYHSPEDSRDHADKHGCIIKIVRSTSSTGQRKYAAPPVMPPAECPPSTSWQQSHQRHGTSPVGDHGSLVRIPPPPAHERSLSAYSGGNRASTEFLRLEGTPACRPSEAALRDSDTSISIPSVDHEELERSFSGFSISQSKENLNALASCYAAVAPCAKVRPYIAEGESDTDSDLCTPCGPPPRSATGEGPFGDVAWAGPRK
Numbers without * were called inactive; i = inactive.

Start of the listing, in advance (2 entries):
SMILES | Kir21 inh | KCNQ2 inh
COc1cccc(CNC(=O)CCl)c1 | 0.03 | i
Cc1cc(Nc2ccc(Br)cc2)nc2ccccc12 | -0.01 | i

The list itself, from the first entry:
SMILES | Kir21 inh | KCNQ2 inh
COc1cccc(CNC(=O)CCl)c1 | 0.03 | i
Cc1cc(Nc2ccc(Br)cc2)nc2ccccc12 | -0.01 | i
Fc1ccccc1N1CCN(C(c2ccncc2)c2nnnn2C2CCCC2)CC1 (stereo unspecified) | 0.05 | i
O=C(Nc1ccc(N2CCOCC2)c(Cl)c1)c1ccc([N+](=O)[O-])o1 | 0.35 | i
COC(=O)CC1COc2ccccc2N1C(=O)c1ccc(OC)cc1 (stereo unspecified) | -0.03 | i
CCN(CC(=O)Nc1c(F)cccc1F)C(=O)c1ccc(COc2ccccc2)o1 | 0.01 | i
COc1ccc(-c2cn(-c3ccc(SC(F)F)cc3)c3[n+]2CCC3)cc1OC | 1.26 | i
CCOC(=O)c1oc2c(CN3CCN(CCO)CC3)c(O)c(CC)cc2c(=O)c1-c1nc2ccccc2s1 | 1.79 | i
CC(C)(C)OC(=O)NCCCCCc1nnc(SCC(=O)Nc2cccc(Cl)c2)o1 | -1.32 | i
C=CCc1ccccc1OCCn1nnc2ccccc21 | -4.05 | i
CC(C)Cn1nnc2c(=O)oc3ccccc3c21 | 0.34 | i
CC1=CC(=O)C=C(C)C1=NOc1ccc([N+](=O)[O-])cc1 | 1.32 | i
Cc1ccccc1N1CCN(C2CCCN(C(=O)CCC(=O)N(C)C)C2)CC1 (stereo unspecified) | 1.12 | i
Cc1ccc(CN2CCNC(=O)C2CC(=O)N(C)C2CCOCC2)cc1 (stereo unspecified) | 0.06 | i
O=C(COc1cccc2c1CCNC2=O)NC1CCCCC1 | -0.75 | i
Cc1ccc(C)c(S(=O)(=O)Nc2cccc(-n3cnnn3)c2)c1 | -1.03 | i
O=S1(=O)CCC(NS(=O)(=O)/C=C/c2ccccc2)C1 (stereo unspecified) | -1.74 | i
O=C(NCCN1C(=O)S/C(=C\c2ccccc2)C1=O)C1CCN(S(=O)(=O)c2cccs2)CC1 | -0.68 | i
CCC(c1nnc(SCC(=O)Nc2ccc(C(N)=O)cc2)n1Cc1ccccc1)N(C)C (stereo unspecified) | -0.56 | i
Cc1ccsc1/C=N/NC(=O)CN1CCN(S(=O)(=O)c2ccc(Br)cc2)CC1 | -1.64 | i
Cc1nnc(SCC(=O)NNC(=O)c2ccc(Cl)cc2)s1 | 0.16 | i
COC(=O)c1ccccc1NC(=O)CNc1cc(OC)c(OC)cc1C | -3.71 | i
Cc1ccc(CN2CCN(CC(=O)NC(C)CCc3ccccc3)C2=O)cc1 (stereo unspecified) | 0.05 | i
CCN(CC)C(=O)CSc1nnc(COc2ccc(OC)cc2)n1N | 0.45 | i
CCc1cc(OCCCSc2nc(C)cc(=O)[nH]2)ccc1Cl | -0.71 | i
COc1ccc2nc3oc(C(=O)N4CCC(C(N)=O)CC4)cc3cc2c1 | -1.99 | i
CC1(C)Cc2nc3sc(C(=O)NCCCO)c(N)c3cc2CO1 | -1.21 | i
CCC(=O)Nc1nnc(SCCN2CCOCC2)s1 | 1.46 | i
CCCS(=O)(=O)N1CCC(C(=O)NCc2ccco2)CC1 | 0.98 | i
COc1ccc(NC(=O)CN(C)S(=O)(=O)c2ccc3c(c2)NC(=O)CS3)cc1 | -0.73 | i
O=S(=O)(Nc1ccc(N=Nc2ccc(O)c3ccccc23)cc1)c1ccccc1 | 1.86 | i
CC(=O)c1c(COC(=O)c2ccccc2)nc2ccccc2[n+]1[O-] | 0.23 | i
O=C1C2C3c4ccccc4C(c4ccccc43)[C@@H]2c2nc3ccccc3n21 (stereo partly specified) | 1.72 | i
Cc1nc(N2CCN(Cc3ccccc3)CC2)c(C#N)c2c1COC(C)(C)C2 | -7.51* | i
CC(=O)Nc1ccc(S(=O)(=O)Nc2nnc(C3CCCCC3)s2)cc1 | -0.68 | i
NS(=O)(=O)c1ccc(CCNC(=O)CNC(=O)COc2ccccc2)cc1 | 0.27 | i
O=C(c1ccccc1)N1CCN(c2n[nH]c(=O)[nH]c2=O)CC1 | -0.06 | i
COc1ccc2[nH]c(=O)c(CN(C)C(=O)c3ccncc3)cc2c1 | 0.31 | i
COc1c(Br)cc([N+](=O)[O-])c(OC)c1C(=O)NC(=O)Nc1c(Cl)cccc1Cl | 0.07 | i
COc1ccc(Nc2nc3ccc(OC)cc3s2)cc1 | 2.07 | i
O=C(CN1C(=O)NC2(CCSC2)C1=O)NCc1ccccc1 (stereo unspecified) | 2.15 | i
CCOC(=O)/C(C#N)=C/c1cn(CCOc2ccc(OC)cc2)c2ccccc12 | -0.1 | i
N#Cc1c(Cl)nsc1NN | 1.51 | i
O=C1NC2=C(C(=O)CCC2)C(c2ccc([N+](=O)[O-])cc2)N1 (stereo unspecified) | -2.86 | i
COc1ccc(-c2nnc(-c3ccc(Br)o3)o2)cc1OC | 0.05 | i
CCOC(=O)C1(Cc2ccc(OC)cc2)CCN(S(C)(=O)=O)CC1 | -0.99 | i
CCOC(=O)c1ccccc1NC(=O)CSc1nc2ccncc2[nH]1 | -1 | i
O=C(N/N=C/c1cc(Br)ccc1O)c1ccccc1Cl | 0.57 | i
Cc1noc(C)c1S(=O)(=O)N1CCCC(C(=O)NCCc2ccccc2)C1 (stereo unspecified) | -1.06 | i
Cc1ccnc(NC(=O)c2ccc(NC(=O)CC3SC(N4CCCC4)=NC3=O)cc2)c1 (stereo unspecified) | -0.98 | i
CCc1ccc(OCCCCN(C)Cc2ccccc2)cc1 | -6.11* | i
O=c1ccc(-c2ccccc2)nn1Cc1ccccc1F | 0.75 | i
Cc1ccc(C(=O)OC2=CC(=O)CC(C)(C)C2)cc1 | -0.83 | i
O=C(CSc1n[nH]c(-c2cccnc2)n1)Nc1cccc(Cl)c1 | 0.61 | i
CS(=O)(=O)Nc1ccc(C(=O)Nc2ccccc2Cl)cc1 | 0.6 | i
O=C(CSc1nnc(-c2ccccc2)o1)NCC1CCCCC1 | -0.03 | i
COc1ccc(CN2CC(C(=O)N3CCOCC3)CC2=O)cc1 (stereo unspecified) | 0.25 | i
Cc1ccc(C(=O)OCC(=O)c2c[nH]c3ccccc23)cc1NC(=O)c1ccco1 | -0.2 | i
CCCCC(=O)Nc1nnc(CCc2ccccc2)s1 | -0.65 | i
O=C(CSC1=NS(=O)(=O)c2ccccc2N1)c1ccccc1 | 1.11 | i

Next entries.
SMILES | Kir21 inh | KCNQ2 inh
CCn1c(=O)c2sccc2n2c(CCCC(=O)NC3CCN(Cc4ccccc4)CC3)nnc12 | -0.11 | i
CS(=O)(=O)N1CCN(C(=O)c2cc(-c3ccccc3)nc3ccccc23)CC1 | 0.21 | i
O=C(CCC(=O)Nc1ccc(F)cc1)N/N=C/c1ccc(O)cc1O | -0.96 | i
Fc1ccc(Nc2ccc(-c3ccc(F)cc3)nn2)cc1 | -4.04 | i
COc1ccc(N=C2O/C(=C/c3sc(=S)n(CC4CCCO4)c3O)N=C2C#N)cc1 (stereo unspecified) | -0.39 | i
COc1ccc(CNCCC2(O)CC(C)N(C)CC2C)cc1OC (stereo unspecified) | -0.12 | i
CCOC(=O)C#CC(CCc1ccccc1)OS(N)(=O)=O (stereo unspecified) | 1.26 | i
O=C(Cn1cnc([N+](=O)[O-])n1)c1ccccc1 | 0.17 | i
O=C1CSC(c2ccccc2F)N1c1ccccc1F (stereo unspecified) | -1.09 | i
CC12c3ccccc3C(c3ccccc31)C1C(=O)N(c3ccncc3)C(=O)C12 (stereo unspecified) | -0.05 | i
COc1ccc(CCNC(=O)c2cc3c(=O)n4ccccc4nc3n(CCCN3CCOCC3)c2=N)cc1 | 1.21 | i
CCOc1ccc(/C(O)=C2/C(=O)C(=O)N(CCN(CC)CC)C2c2cccs2)cc1 (stereo unspecified) | 0.05 | i
COc1ccc(N(CC(O)CN2CCOCC2)S(=O)(=O)c2ccccc2)cc1 (stereo unspecified) | -0.1 | i
CC(=O)Nc1ncc(Cc2cc(Cl)ccc2Cl)s1 | 1.99 | i
CCSc1nc2sc3c(c2c(=O)n1CC)CC(C)(C)OC3 | -0.1 | i
COc1ccc(/C=N/OCC(=O)Nc2nc3ccccc3s2)cc1OC | 0.01 | i
CCOC(=O)C1=C(CC)OC(N)=C(C#N)C1c1ccc(F)cc1F (stereo unspecified) | -2.3 | i
CCOC(=O)c1c(C(F)(F)F)nc2ncccn12 | -0.17 | i
Cc1ccnc(N2CCC(C(=O)NNC(=O)c3ccccc3C)CC2)n1 | -0.86 | i
CCOc1ccc(N=Nc2c(N)[nH][nH]c2=O)cc1 | 0.72 | i
CCc1ccccc1NC(=O)CC(c1ccc(OC)cc1)n1cccc1 (stereo unspecified) | -0.91 | i
CN(C)CCC(=O)N1c2ccccc2Sc2ccc(C(F)(F)F)cc21 | -0.69 | i
CC(C)(C)NC(=O)c1cc(-c2ccc3c(c2)OCO3)nc2ccccc12 | 1.56 | -5.62*
CN1CCN(C(=O)c2cc3c(ccc4ccccc43)oc2=O)CC1 | 0.23 | i
COc1ccc2nc(Nc3nc(-c4ccncc4)cs3)sc2c1 | 0.35 | i
CSCC[C@H](NC(=O)N1C[C@H]2C[C@@H](C1)c1cccc(=O)n1C2)C(=O)Nc1ccc(NC(C)=O)cc1 | 0.5 | i
CCC/C(O)=C1\C(=O)CCCC1=NCCc1ccc(OCC)c(OCC)c1 | -0.38 | i
COc1ccc(Nc2nc(N)nc(CSc3nnc(N)s3)n2)cc1 | -0.07 | i
O=C(CSc1nnnn1-c1ccc(F)cc1)NCc1cccs1 | 0.4 | i
CN(C(=O)c1ccccc1)C1c2c(ccc3ccccc23)OCC1CO (stereo unspecified) | -0.55 | i
CN(C)/C=N/C(=S)Nc1ccccc1 | 0.02 | i
Cc1ccc(S(=O)(=O)NCC(=O)OC(C(=O)c2ccccc2)c2ccccc2)cc1 (stereo unspecified) | -0.58 | i
CCOC(=O)C1CCN(C(=O)Nc2ccc3c(c2)nc(C)n3C)CC1 | 0.5 | i
CC1Sc2ccc(S(=O)(=O)CCC(=O)N(C)Cc3ccccc3)cc2NC1=O (stereo unspecified) | -1.82 | i
Cc1cc(C(=O)CSc2nc(N)cc(N)n2)c(C)n1-c1cccc(F)c1 | -2.6 | i
CC(C)(C)C(=O)Oc1cccc(Nc2ncnc3ccccc23)c1 | -3.9 | i
COc1ccc(CNC(=O)COC(=O)CO/N=C(\C)c2ccc3c(c2)OCO3)cc1 | -2.04 | i
COc1ccc(C(=O)N/C(=C\c2cccc3ccccc23)C(=O)NCCc2c[nH]c3ccccc23)cc1OC | 0.73 | i
O=C(O)/C=C/C(=O)N1CCN(S(=O)(=O)c2cccc(C(F)(F)F)c2)CC1 | 0.97 | i
COc1cccc(CN2CC(C(=O)NCc3ccc(Cl)s3)CCC2=O)c1 (stereo unspecified) | 0.14 | i
COc1ccc(C(=O)NC(=S)Nc2ccccc2N2CCN(S(C)(=O)=O)CC2)cc1OC | 0.09 | i
CN(C)CCCN(C(=O)c1ccc([N+](=O)[O-])s1)c1nc2cc3c(cc2s1)OCCO3 | 0.25 | i
Cc1ccc(C)c(S(=O)(=O)Nc2ccc3scnc3c2)c1 | 0.11 | i
CCSc1nc2sc3c(c2c(=O)[nH]1)CC(C)(CC)OC3 (stereo unspecified) | -0.28 | i
Cc1ccc(OCc2ccc(C(=O)NN)o2)c([N+](=O)[O-])c1 | 1.12 | i
O=C(O)C1C2C=CC(C2)C1C(=O)OCC1CCCO1 (stereo unspecified) | 0.24 | i
Cc1ccc(-n2nc3c(c2NC(=O)c2ccco2)CS(=O)(=O)C3)cc1C | 0.5 | i
C=CCNC(=S)N1CCC(C(=O)c2ccc(OC)cc2)CC1 | -0.41 | i
CCOC(=O)CSc1nc(-c2ccc3c(c2)OCO3)ccc1C#N | -0.07 | i
N#CCC(=O)N/N=C/c1c(-c2ccccc2)n(-c2ccccc2)c2ccccc12 | -0.12 | i
C/C(=N\OC(=O)c1ccc(Cl)cc1)c1nccs1 | 1.39 | i
NC(=O)[C@@H]1CCCNc2c(F)cc([N+](=O)[O-])cc2C(=O)N[C@@H](CCC(=O)O)C(=O)N[C@@H](CO)C(=O)N1 | 0.61 | i
CC1=C(C(=O)OCCC(C)C)C(c2ccc3c(c2)OCO3)NC(=O)N1 (stereo unspecified) | -0.79 | i
O=C1Nc2ccc(S(=O)(=O)N3CCCC3)c3ccc(S(=O)(=O)N4CCCC4)c1c23 | -0.38 | i

Not a retest: 14 of the compounds above.
SMILES | Kir21 inh | KCNQ2 inh
COc1ccc(C(=O)NC(=S)Nc2ccccc2N2CCN(S(C)(=O)=O)CC2)cc1OC | 0.09 | i
CN(C)CCCN(C(=O)c1ccc([N+](=O)[O-])s1)c1nc2cc3c(cc2s1)OCCO3 | 0.25 | i
Cc1ccc(C)c(S(=O)(=O)Nc2ccc3scnc3c2)c1 | 0.11 | i
CCSc1nc2sc3c(c2c(=O)[nH]1)CC(C)(CC)OC3 (stereo unspecified) | -0.28 | i
Cc1ccc(OCc2ccc(C(=O)NN)o2)c([N+](=O)[O-])c1 | 1.12 | i
O=C(O)C1C2C=CC(C2)C1C(=O)OCC1CCCO1 (stereo unspecified) | 0.24 | i
Cc1ccc(-n2nc3c(c2NC(=O)c2ccco2)CS(=O)(=O)C3)cc1C | 0.5 | i
C=CCNC(=S)N1CCC(C(=O)c2ccc(OC)cc2)CC1 | -0.41 | i
CCOC(=O)CSc1nc(-c2ccc3c(c2)OCO3)ccc1C#N | -0.07 | i
N#CCC(=O)N/N=C/c1c(-c2ccccc2)n(-c2ccccc2)c2ccccc12 | -0.12 | i
C/C(=N\OC(=O)c1ccc(Cl)cc1)c1nccs1 | 1.39 | i
NC(=O)[C@@H]1CCCNc2c(F)cc([N+](=O)[O-])cc2C(=O)N[C@@H](CCC(=O)O)C(=O)N[C@@H](CO)C(=O)N1 | 0.61 | i
CC1=C(C(=O)OCCC(C)C)C(c2ccc3c(c2)OCO3)NC(=O)N1 (stereo unspecified) | -0.79 | i
O=C1Nc2ccc(S(=O)(=O)N3CCCC3)c3ccc(S(=O)(=O)N4CCCC4)c1c23 | -0.38 | i

Screening data from PubChem.
